Pf Dd2 growth – inhibitors of Plasmodium falciparum Dd2 growth; activity change, % at 10 µM; actives 2.3% (n = 94,000); P. falciparum Dd2 growth, SYBR Green, 72 h; stronger effect = lower value; in the data active = activity change below about -80%; inconclusive = no clear call, values can overlap the other calls
C diff HTS – inhibitors of Clostridium difficile growth. Clostridium difficile clinical isolate growth, OD600, 24 h; stronger effect = lower value. growth activity, negative = inhibition, % at 16 µg/mL (by protocol). actives 0.25% (n = 86,000). AID 1259249;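 active = mean growth activity at or below -80% and every replicate also at or below -80%; inconclusive = mean at or below -80% but some replicate above -80%; inactive = mean growth activity above -80%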;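 note: 0% = DMSO wells and -100% = levofloxacin 16 µg/mL wells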
KDM4C inh – inhibitors of human demethylase GASC-1 KDM4C | inhibition, % at 12.5 µM | AID 720574 | GST-KDM4C 2-372, H3K9me3 peptide, LANCE TR-FRET | actives 0.15% (n = 96,000);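 active = mean replicate inhibition above about 25%, with at least 55% of replicates also reaching it, limit read from the data, passing the limit was not always enough; inconclusive = only one of those two conditions met; inactive = neither condition met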
Target sequence (Q9H3R0 2-372 limits assumed): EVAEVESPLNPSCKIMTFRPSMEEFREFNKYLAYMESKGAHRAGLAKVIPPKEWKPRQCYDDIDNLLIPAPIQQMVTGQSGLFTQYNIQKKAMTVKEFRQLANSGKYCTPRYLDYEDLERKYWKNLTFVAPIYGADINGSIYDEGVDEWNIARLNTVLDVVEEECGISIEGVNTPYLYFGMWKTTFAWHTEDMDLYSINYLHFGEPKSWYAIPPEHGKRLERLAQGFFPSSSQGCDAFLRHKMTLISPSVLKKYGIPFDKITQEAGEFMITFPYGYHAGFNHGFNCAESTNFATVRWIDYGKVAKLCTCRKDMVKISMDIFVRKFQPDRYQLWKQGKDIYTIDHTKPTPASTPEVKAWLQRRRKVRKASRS
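Material: GST-tagged GASC-1 (JMJD2C) catalytic fragment, aa 2-372. Input: enzyme final amount 10 nM. Medium: HEPES buffer, pH 7.5, plus ascorbate. Reagent: H3K9me3 peptide substrate, Fe(II), 2-oxoglutarate. Doses: single dose. Times: reaction 30 min RT, detection step 1 h RT. Measured by: LANCE TR-FRET. Evaluation: Fall in 671/618 emission ratio as inhibition.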
Tcruzi prolif – inhibitors of T. cruzi proliferation | AID 624255 | actives 5.9% (n = 77,000) | inhibition, % at 8.34 µM | T. cruzi beta-gal in NIH3T3, GalScreen luminescence, 90 h;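 active = mean inhibition above about 93%, with at least 55% of replicates each passing it, limit read from the data, passing the limit was not always enough; inconclusive = only one of those two conditions holds; inactive = neither condition holds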
* marks the source's active call; other numbers are inactive results; ? = inconclusive; / = no result given; & = joins results of further samples.

cpd | Compound | Pf Dd2 growth | C diff HTS
1 | Cc1ccccc1-c1ccc([C@H]2[C@H](CO)N3C(=O)CN(C(=O)c4ccncc4)C[C@@H]23)cc1 | -34 | -8
2 | C[C@H]1CN([C@@H](C)CO)C(=O)c2cccc(NC(=O)C3CCCCC3)c2O[C@@H]1CN(C)C(=O)Nc1ccccc1 | -12 | 1
3 | C[C@@H]1CN([C@@H](C)CO)C(=O)c2cc(NC(=O)Nc3ccc(C(F)(F)F)cc3)ccc2O[C@@H]1CN(C)S(=O)(=O)c1cccs1 | 18 | /
4 | C[C@@H]1CN([C@H](C)CO)S(=O)(=O)c2ccc(Br)cc2O[C@@H]1CN(C)S(C)(=O)=O | 25 | 0
5 | C[C@@H]1CN([C@H](C)CO)S(=O)(=O)c2ccc(C#CCN(C)C)cc2O[C@@H]1CN(C)C(=O)C1CCC1 | 7 | -1
6 | CC(C)NC(=O)N(C)C[C@H]1Oc2ncc(C#CCC3CCCC3)cc2C(=O)N([C@H](C)CO)C[C@@H]1C | / | 6
7 | CO[C@@H]1CN(C)C(=O)c2cc(NC(=O)CC(F)(F)F)ccc2OC[C@H](C)N(C(=O)C2CC2)C[C@H]1C | 2 | -13
8 | COCC(=O)Nc1ccc2c(c1)[C@@H]1C[C@H](CC(=O)NCc3ccc4c(c3)OCO4)O[C@@H](CO)[C@@H]1O2 | 13 | -6

cpd | KDM4C inh | Tcruzi prolif
1 | -1.0 | /
2 | 1.2 | 5
3 | 0.8 | 43
4 | 1.2 | -9
5 | 3.6 | 72
6 | 0.1 | 71
7 | 3.7 | /
8 | -1.0 | 4

(next part)
cpd | Compound | Pf Dd2 growth | C diff HTS
9 | C[C@H](CO)N1C[C@H](C)[C@@H](CN(C)S(=O)(=O)c2ccc(-c3ccccc3)cc2)OCc2cn(nn2)CCCC1=O | -8&-3 | 3
10 | CNC[C@@H]1Oc2c(NS(=O)(=O)c3cccs3)cccc2C(=O)N([C@@H](C)CO)C[C@H]1C | 21 | -3
11 | CC(=O)Nc1ccc2c(c1)C(=O)N(C)[C@@H]1CC[C@@H](CC(=O)NCCCN3CCOCC3)O[C@@H]1CO2 | -4 | -4
12 | C[C@@H](NC(=O)[C@@H]1N[C@@H]2c3ccc(C4=CCCC4)c(=O)n3C[C@@H]2[C@H]1CO)c1ccccc1 | / | -4
13 | COC(=O)C[C@H]1CC[C@H]2[C@@H](COc3ccc(NC(=O)c4cncs4)cc3C(=O)N2C)O1 | 10 | -10
14 | COc1ccc(S(=O)(=O)N(C)C[C@@H]2Oc3ccc(NC(=O)c4ccncc4)cc3C(=O)N([C@@H](C)CO)C[C@H]2C)cc1 | -7 | -7
15 | C[C@H]1CN([C@@H](C)CO)S(=O)(=O)c2ccc(C3=CCCC3)cc2O[C@@H]1CN(C)C(=O)C1CCOCC1 | -42 | -2
16 | COc1ccccc1-c1cnc2c(c1)C(=O)N([C@H](C)CO)C[C@H](C)[C@H](CN(C)C(=O)CC1CC1)O2 | 23 | 2

cpd | KDM4C inh | Tcruzi prolif
9 | 1.0 | 0&61
10 | 9.0 | -1
11 | 2.8 | -8
12 | 0.0 | 24
13 | -1.3 | 21
14 | -1.6 | -8
15 | -0.1 | 55
16 | -0.1 | -71

Down the list, from the results shown.
KDM4C inh for nos. 9–16 → 1.0, 9.0, 2.8, 0.0, -1.3, -1.6, -0.1, -0.1

Reformatted: results already given.
No.	SMILES	Pf Dd2 growth	C diff HTS	KDM4C inh	Tcruzi prolif
10	CNC[C@@H]1Oc2c(NS(=O)(=O)c3cccs3)cccc2C(=O)N([C@@H](C)CO)C[C@H]1C	21	-3	9.0	-1
11	CC(=O)Nc1ccc2c(c1)C(=O)N(C)[C@@H]1CC[C@@H](CC(=O)NCCCN3CCOCC3)O[C@@H]1CO2	-4	-4	2.8	-8

Additional compounds follow:
cpd | Compound | Pf Dd2 growth | C diff HTS
17 | C[C@H]1CN([C@@H](C)CO)C(=O)c2cc(NS(=O)(=O)c3ccc(Cl)cc3)ccc2O[C@H]1CN(C)Cc1ccc(C(=O)Nc2ccccc2N)cc1 | -65 | 2
18 | CC(=O)N(C)C[C@@H]1Oc2cc(-c3ccc(F)cc3)ccc2S(=O)(=O)N([C@@H](C)CO)C[C@H]1C | -11 | 4
19 | CC(C)NC(=O)Nc1ccc2c(c1)C(=O)N([C@@H](C)CO)C[C@H](C)[C@H](CN(C)C(=O)NC1CCCCC1)OCCCC[C@H](C)O2 | -55 | 2
20 | CO[C@H]1CN(C)C(=O)c2cc(NS(C)(=O)=O)ccc2OC[C@H](C)N(C(=O)CC2CC2)C[C@H]1C | -31 | -2
21 | O=C(C1CCOCC1)N1CC(=O)N2[C@H](C1)[C@@H](c1ccc(-c3ccccc3F)cc1)[C@@H]2CO | -34 | -3
22 | CO[C@@H]1CN(C)C(=O)c2cc(NC(=O)C3CCOCC3)ccc2OC[C@@H](C)NC[C@@H]1C | 8 | /
23 | O=C(Nc1ccccc1F)N1C[C@H]2[C@@H](c3ccccc31)[C@@H](CO)N2C(=O)Nc1ccccc1 | -10 | -7
24 | O=C(C1CC1)N1CC2(C1)[C@@H](c1ccccc1)[C@@H](CO)N2Cc1ccccc1F | -43 | -2

cpd | KDM4C inh | Tcruzi prolif
17 | -2.7 | 79
18 | 3.7 | -15
19 | -1.2 | 20
20 | 14 | 23
21 | -0.5 | /
22 | 9.2 | 5
23 | -1.8 | -12
24 | 1.3 | /

(cont.)
cpd | Compound | Pf Dd2 growth | C diff HTS
25 | Cc1ccc(CN2CC(=O)N3[C@@H](CO)[C@H](c4ccc(-c5cccnc5)cc4)[C@@H]3C2)cc1 | -9 | -10
26 | CCCN(C)C[C@H]1OCCCC[C@@H](C)Oc2ccc(NS(=O)(=O)c3ccc(Cl)cc3)cc2C(=O)N([C@@H](C)CO)C[C@H]1C | -86* | 9
27 | CC(C)NC(=O)N(C)C[C@@H]1Oc2cc(C#CCN(C)C)ccc2S(=O)(=O)N([C@H](C)CO)C[C@@H]1C | -19 | -1
28 | CO[C@@H]1CN(C)C(=O)c2ccc(NC(=O)Nc3ccccc3F)cc2OC[C@@H](C)N(CCC(F)(F)F)C[C@H]1C | -85* | 6
29 | COc1ccc(C#Cc2ccc([C@@H]3[C@H](CO)N4CCCCN(S(=O)(=O)c5ccccc5)C[C@@H]34)cc2)cc1 | -67 | -7
30 | C[C@@H]1CN([C@H](C)CO)C(=O)c2cc(NS(C)(=O)=O)ccc2O[C@@H](C)CCCCO[C@H]1CN(C)C(=O)NC1CCCCC1 | 23 | 5
31 | C[C@H](CO)N1C[C@H](C)[C@@H](CN(C)C(=O)c2ccccn2)Oc2cc(C#CCC3CCCC3)ccc2S1(=O)=O | -54 | 8
32 | COc1ccc(NC(=O)N2CC(=O)N3[C@H](C2)[C@H](c2ccc(C#CCC4CCCC4)cc2)[C@@H]3CO)cc1 | -33 | -1

cpd | KDM4C inh | Tcruzi prolif
25 | 0.1 | /
26 | 1.0 | 33
27 | 1.7 | 5
28 | 1.0 | 67
29 | -1.4 | 102
30 | -0.4 | -4
31 | 1.8 | 93
32 | -1.0 | /

Records above marked active in Pf Dd2 growth.
| entry | smiles | Pf Dd2 growth | C diff HTS | KDM4C inh |
| --- | --- | --- | --- | --- |
| 26 | CCCN(C)C[C@H]1OCCCC[C@@H](C)Oc2ccc(NS(=O)(=O)c3ccc(Cl)cc3)cc2C(=O)N([C@@H](C)CO)C[C@H]1C | -86* | 9 | 1.0 |
| 28 | CO[C@@H]1CN(C)C(=O)c2ccc(NC(=O)Nc3ccccc3F)cc2OC[C@@H](C)N(CCC(F)(F)F)C[C@H]1C | -85* | 6 | 1.0 |

(list continues)
cpd | Compound | Pf Dd2 growth | C diff HTS
33 | C[C@@H]1CCCCO[C@H](CN(C)C(=O)NC2CCCCC2)[C@H](C)CN([C@H](C)CO)C(=O)c2cc(NS(=O)(=O)c3ccc(Cl)cc3)ccc2O1 | -61 | 12
34 | COc1ccc(NC(=O)Nc2ccc3c(c2)C(=O)N([C@@H](C)CO)C[C@H](C)[C@@H](CN(C)CC2CCCCC2)OCCCC[C@H](C)O3)cc1 | -86* | -4
35 | COc1ccccc1NC(=O)N(C)C[C@H]1OCc2cnnn2CCCC(=O)N([C@@H](C)CO)C[C@H]1C | 4 | 0
36 | CC=Cc1ccc2n(c1=O)C[C@H]1[C@H](CO)[C@@H](C(=O)NCCc3cn(C)cn3)[C@@H]2N1C(=O)CC (mixture of isomers) | / | 1
37 | C/C=C/c1ccc2c(c1)O[C@H](CN(C)C(=O)c1ccc3c(c1)OCO3)[C@H](C)CN([C@@H](C)CO)S2(=O)=O | -9 | -4
38 | C[C@@H]1CN([C@H](C)CO)C(=O)Cc2cc(NC(=O)Nc3ccc4c(c3)OCO4)ccc2O[C@H]1CN(C)Cc1ccncc1 | 3 | -3
39 | C[C@H](CO)N1C[C@H](C)[C@H](CN(C)C(=O)NC2CCCCC2)Oc2ncc(Br)cc2C1=O | 6 | -1
40 | CN(C)CC(=O)Nc1ccc2c(c1)[C@H]1C[C@@H](CC(=O)NC3CCCCC3)O[C@@H](CO)[C@H]1O2 | 23 | /

cpd | KDM4C inh | Tcruzi prolif
33 | 0.2 | ?
34 | -1.6 | 90
35 | / | 18
36 | 1.6 | -80
37 | -1.2 | 77
38 | -0.5 | /
39 | 3.1 | 10
40 | 0.7 | -49

An excerpt from above in order of their number in Pf Dd2 growth, rising:
| nr | smiles | Pf Dd2 growth | C diff HTS | KDM4C inh |
| --- | --- | --- | --- | --- |
| 37 | C/C=C/c1ccc2c(c1)O[C@H](CN(C)C(=O)c1ccc3c(c1)OCO3)[C@H](C)CN([C@@H](C)CO)S2(=O)=O | -9 | -4 | -1.2 |
| 38 | C[C@@H]1CN([C@H](C)CO)C(=O)Cc2cc(NC(=O)Nc3ccc4c(c3)OCO4)ccc2O[C@H]1CN(C)Cc1ccncc1 | 3 | -3 | -0.5 |
| 39 | C[C@H](CO)N1C[C@H](C)[C@H](CN(C)C(=O)NC2CCCCC2)Oc2ncc(Br)cc2C1=O | 6 | -1 | 3.1 |

Compound activity (PubChem)
